# Screening data deposited in PubChem by National Center for Advancing Translational Sciences (NCATS).
# AmpC inh detg – qHTS Inhibitors of AmpC Beta-Lactamase (assay with detergent); actives 0.041% (n = 370,000); P00811; Potency, µM (series often up to 114 µM), for the others: top-dose activity change, negative = inhibition, hits mostly inhibitors; AmpC hydrolysis of nitrocefin, absorbance 480 nm, 0.01% Triton;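 further: potency means the concentration at half of the fitted maximal effect; 0% = no-compound wells and -100% = no-enzyme wells; nearly all actives have a fitted effect of over 25% in size; some results filed as inactive show a strong effect at the top dose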
# Target sequence (P00811 whole entry, looked up): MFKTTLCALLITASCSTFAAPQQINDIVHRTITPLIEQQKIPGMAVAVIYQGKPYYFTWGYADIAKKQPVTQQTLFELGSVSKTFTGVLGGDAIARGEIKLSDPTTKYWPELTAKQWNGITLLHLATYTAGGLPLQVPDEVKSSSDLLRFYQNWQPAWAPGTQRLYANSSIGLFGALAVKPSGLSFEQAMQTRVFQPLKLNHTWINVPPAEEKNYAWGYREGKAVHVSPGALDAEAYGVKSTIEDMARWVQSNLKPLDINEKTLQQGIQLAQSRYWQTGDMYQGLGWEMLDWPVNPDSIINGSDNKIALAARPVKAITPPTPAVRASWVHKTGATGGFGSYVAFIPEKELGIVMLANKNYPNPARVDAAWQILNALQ
#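 AmpC (5.3 nM in the dispensed reagent) in 20 mM phosphate pH 7.0 with 0.01% (detergent screen) or 0.0001% Triton X-100 was preincubated with compounds for 15 min at room temperature. Nitrocefin was then added from an 800 uM solution, and hydrolysis was followed at 480 nm.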
# LmPK inhibitor – qHTS Assay for Inhibitors of Leishmania Mexicana Pyruvate Kinase (LmPK); purified LmPK, Kinase-Glo ATP luminescence, 1 h; Potency, µM (doses to about 57.5 µM), inactives show at the top dose activity change, negative = inhibition, actives largely listed as inhibitors; actives 0.37% (n = 290,000); Q27686; further: potency means the concentration at half of the fitted maximal effect
# Target sequence (Q27686 whole entry, looked up): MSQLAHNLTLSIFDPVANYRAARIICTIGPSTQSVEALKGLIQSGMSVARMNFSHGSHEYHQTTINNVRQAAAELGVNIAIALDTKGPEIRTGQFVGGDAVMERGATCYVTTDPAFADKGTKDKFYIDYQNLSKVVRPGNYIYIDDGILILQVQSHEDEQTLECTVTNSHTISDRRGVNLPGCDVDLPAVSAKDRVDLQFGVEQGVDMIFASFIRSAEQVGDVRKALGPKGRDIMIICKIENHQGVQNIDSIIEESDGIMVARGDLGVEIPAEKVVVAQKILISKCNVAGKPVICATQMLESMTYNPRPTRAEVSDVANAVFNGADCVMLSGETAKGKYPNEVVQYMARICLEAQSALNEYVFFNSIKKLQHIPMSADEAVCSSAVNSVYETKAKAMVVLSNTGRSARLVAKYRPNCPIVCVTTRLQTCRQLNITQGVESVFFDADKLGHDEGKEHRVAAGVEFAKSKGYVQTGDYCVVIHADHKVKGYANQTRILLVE
#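 0.1 nM LmPK, 0.5 mM PEP, 0.1 mM ADP; 50 mM imidazole pH 7.2, 7 mM MgCl2, 50 mM KCl; 1 h RT. Kinase-Glo luminescence readout, normalized to no-enzyme (full inhibition) and uninhibited wells.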
# HCMV antiviral – qHTS Assay for inhibitors of the human cytomegalovirus (HCMV) | HFF cells, HCMV-luciferase reporter, 72 h; active compounds read low | activity change, negative = inhibition, % at 57.5 µM | actives 4.5% (n = 410,000); in the data active means activity change below about -60%; inconclusive means no clear call, values can overlap the other calls; inactive means above about -39%
#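 HFF cells seeded 16 h at 37C, treated with compounds, infected with luciferase-reporter HCMV at MOI 1 PFU/cell; luciferase read at 72 h post infection, normalized to buffer-only and Salinomycin controls.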
# AmpC no deterg – qHTS Inhibitors of AmpC Beta-Lactamase (assay without detergent) | actives 0.52% (n = 330,000) | Potency, µM (doses to about 57.1 µM), without a hit: top-dose activity change, negative = inhibition, actives largely listed as inhibitors | AmpC nitrocefin hydrolysis, absorbance 480 nm, 0.0001% Triton | AID 485341, 2010 | P00811;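 further: potency means the concentration at half of the fitted maximal effect; plate controls were no compound for no effect and no enzyme for full effect; nearly all actives have a fitted effect of over 20% in size; some results filed as inactive show a strong effect at the top dose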
#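 20 mM phosphate pH 7.0 + 0.01% (detergent screen) or 0.0001% Triton X-100; 5.3 nM AmpC reagent; cpd preinc 15 min RT; nitrocefin (800 uM stock) to start; A480 q20 s × 4 min; Activity was normalised to no-enzyme and no-compound control wells.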
# Tb PYK inh – qHTS of Trypanosoma Brucei Inhibitors | Potency, µM (highest dose often 76.8 µM), without a hit: at the highest dose activity, negative = inhibition, most hits filed as inhibitors | TbPYK enzyme, Kinase-Glo Plus ATP luminescence, 45 min | pyruvate kinase (Trypanosoma brucei), Q57TT1 | actives 0.12% (n = 410,000); further: potency means the concentration at half of the fitted maximal effect; nearly all actives have a fitted effect of over 50% in size
#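 Enzyme and substrate buffer are dispensed first and compound is pin-transferred. ADP at 130 uM final then starts the reaction, which runs 45 min at room temperature. Detection reagent is added for 10 min before luminescence is imaged.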
# AMA1-RON2 inh – qHTS for Inhibitors of AMA1-RON; Towards Development of Antimalarial Drug Lead: Primary Screen. actives 0.2% (n = 360,000). AlphaScreen AMA1-biotinylated RON2 peptide binding. Plasmodium falciparum AMA1 (3D7) - RON2 peptide interaction. Potency, µM (top dose mostly 58.2 µM), without a hit: at the top dose activity change, negative = inhibition, hits mostly inhibitors;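 further: potency means the concentration at half of the fitted maximal effect; 0% = vehicle wells and -100% = peptide control; nearly all actives have a fitted effect of over 45% in size; some results filed as inactive show a strong effect at the top dose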
#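 AMA1 (3D7) with his tag at 25 nM final met compounds first, then biotinylated RON2 peptide at 25 nM; detection used donor plus acceptor beads, 10 µg/mL apiece, read by AlphaScreen after 30 min at room temperature.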
# HCV inh – qHTS Assay for Inhibitors of Hepatitis C Virus (HCV) | Huh7.5.1 HCVcc-Cre infection, luciferase reporter, 44 h | Potency, µM (doses to about 41.8 µM), for inactives: top-dose activity change, negative = inhibition, hits mostly inhibitors | actives 3.4% (n = 340,000); further: potency means the concentration at half of the fitted maximal effect
#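 Cells (1,000/well) were plated 4 h before compound, then infected with HCVcc-Cre virus (~0.5 moi). After 44 h further culture, infection was read as luciferase luminescence following a 15 min substrate incubation at room temperature.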
# * = called active by the depositor; ? = inconclusive; . = no result given; [ ] = another dose, or the depositor's remark. Unless noted, the call rests on the fitted dose curve; in most records, active means well fitted curve in the direction sought with a large enough effect; inconclusive means small, poorly fitted or top-dose-only effect, or another doubt; inactive means no such curve, though single readings can be large; an effect the other way counts as inactive or inconclusive. Unless noted, on the % scale 0 is the no-effect control and ±100 the full control effect.
SMILES,AmpC inh detg,LmPK inhibitor,HCMV antiviral,AmpC no deterg,Tb PYK inh,AMA1-RON2 inh,HCV inh
O=C(Nc1cc(S(=O)(=O)N2CCOCC2)ccc1Cl)c1cc2ccccc2o1,7%,.,-1,48%[activator],5%,14%,?
CCc1ccc(N2C(=O)C(Cl)=C(Nc3ccc(C(=O)N4CCCC4)cc3)C2=O)cc1,1%,.,.,43%,-8%,-16%,?
O=C(O)c1ccc(CSc2ncnc3c2cnn3Cc2ccccc2)cc1,3%,-7%,0,-40%,1%,1%,5%
CN(C)C=NC(=O)c1cc(C(=O)c2ccc(Cl)cc2Cl)c[nH]1,-5%,-1%,-39,-36%,-4%,38%[activator],-24%
COc1ccc(-c2ccc3c(c2)S(=O)(=O)c2cccc(C(=O)N4CCN(C5CCCCC5)CC4)c2C3=O)cc1OC,.,.,37,185%[activator],-1%,-21%,?
COc1ccccc1NC(=O)N(CCN1CCOCC1)Cc1cc2cc(C)cc(C)c2[nH]c1=O,5%,9%,-7,29%,-3%,5%,17%
COc1ccc(Cl)cc1CNC[C@H]1O[C@@H](n2cnc3c(=O)[nH]c(N)nc32)[C@H](O)[C@@H]1O,.,.,-8,.,1%,5%,.
O=C(c1cnn(-c2ccccc2)c1)c1cc(F)ccc1O,-15%,-2%,111,-18%,1%,2%,-12%
NC(=O)COc1c(-c2ccco2)oc2ccccc2c1=O,4%,2%,21,0%,3%,-4%,?
O=C(CNS(=O)(=O)c1ccc(F)cc1)N1CCCC1,.,.,-29,.,5%,-4%,-6%
CCOc1ccc(-c2n[nH]c(C)c2-c2ccccn2)c(O)c1,?,6%,-12,-17%,-12%,72%[activator],-17%
CC1CCN(C(=O)COC(=O)c2cc3ccccc3oc2=O)CC1,.,.,5,-18%,-18%,-1%,?
COc1ccc(N2CCN(C(=O)Cc3coc4ccc(C)cc34)CC2)cc1,-1%,.,-114*,.,3%,.,.
CN(C)C(CNC(=O)c1cccc(C(F)(F)F)c1)c1ccco1 (stereo not drawn),-1%,-1%,4,-4%,1%,5%,-8%
C=CCSc1nccc(-c2nn(-c3ccc(C)cc3)ccc2=O)n1,-6%,2%,-17,106%[activator],-3%,13%,?
CCOC(=O)CCCNC(=O)COC(=O)c1cc(C)cc(C)c1,0%,-7%,20,11%,-7%,0%,-24%
CCCCNC1=C(Br)C(=O)CC(C)(C)C1,0%,5%,137,-4%,-6%,-8%,4%
CC(C)(C)n1nnnc1C(c1ccncc1)N(Cc1ccccc1)Cc1ccco1 (stereo not drawn),?,0%,-23,64%[activator],-1%,30%[activator],-14%
Cc1ccc(S(N)(=O)=O)c(C)c1-n1cnnn1,-1%,1%,-31,-10%,8%,15%,0%
COc1ccccc1-n1cc(CN2CCCC(CO)(Cc3cccc(Cl)c3)C2)cn1 (stereo not drawn),-6%,-2%,-39,111%[activator],0%,0%,-29%
CCCC(=O)NCCc1nc2cc([N+](=O)[O-])ccc2n1C,3%,-1%,?,-1%,2%,10%,-4%
COC(=O)[C@H](C)N1C/C=C\COc2c(Cl)cc(Cl)cc2S1(=O)=O,.,.,-12,-11%,-3%,2%,-1%
NC1=NC(=O)C(Cc2cc(Cl)ccc2Cl)S1 (stereo not drawn),6%,5%,-13,-29%,5%,-28%,11%
COc1ccc(OCC(Cn2cnc3ccccc32)OC(C)=O)cc1 (stereo not drawn),3%,10%,4,33%,0%,-22%,7%
COc1ccc(NS(=O)(=O)c2ccc(NS(=O)(=O)c3ccc4c(c3)OCCO4)cc2)cc1,2%,.,18,.,-1%,.,.
COc1ccc(NC(=O)CSc2nccn2C2CCCC2)cc1OC,2%,.,-35,.,-4%,.,.
CCOC(=O)c1c(NC(C)=O)no[n+]1[O-],0%,-7%,47,-17%,-5%,8%,5%
NC(=O)C1CC(=O)N(c2ccc(OCc3c(Cl)cccc3Cl)cc2)C1 (stereo not drawn),4%,8%,-31,134%[activator],-1%,14%,9%
CCC(=O)N1CCN(c2nc(C)nc3sc(C)c(C)c23)CC1,0%,1%,-68*,-21%,2%,-3%,?
Cc1cc(C)nc(SCC(=O)Nc2ccnc3ccccc23)n1,2%,0%,-89*,-16%,-1%,6%,1.8µM*
C=CC[C@]12C=C(OC)C(=O)C(OC)=C1O[C@@H](c1ccc3c(c1)OCO3)[C@H]2C,.,.,31,.,2%,10%,?
O=C(Cc1ccc(NC2=NC3CS(=O)(=O)CC3S2)cc1)NCc1ccc(Cl)cc1 (stereo not drawn),-5%,-1%,13,-14%,0%,8%,-4%
CC1CN(S(=O)(=O)c2cccc(C(F)(F)F)c2)C(C)N1C(=O)N1CCOCC1 (stereo not drawn),2%,-1%,22,3%,0%,6%,12%
O=C(N/N=C/c1ccco1)C(O)c1ccccc1 (stereo not drawn),9%,-3%,43,-6%,2%,0%,12%
Cc1cc(C)nc(SCc2ccc(Cl)cc2)n1,-8%,-4%,-28,-6%,-3%,-9%,9%
NC(=O)NC(=O)C(OC(=O)CCNS(=O)(=O)c1ccccc1)c1ccccc1 (stereo not drawn),-10%,.,-22,-29%,5%,3%,23%
CCC(=O)N1c2ccccc2CC1C(=O)NCc1ccccc1C (stereo not drawn),1%,.,2,.,2%,.,.
CCCOc1ccc(C2C(=O)N(C3CCC(C)CC3)CC(=O)N2CCC2=CCCCC2)cc1OC (stereo not drawn),-6%,.,22,.,-4%,.,.
COC(=O)C1C(=O)c2c(C)noc2CC1(C)C (stereo not drawn),4%,2%,?,73%[activator],-5%,6%,-5%
O=C(NC(=S)Nc1ccc(CN2CCOCC2)cc1)c1ccc(-c2ccc(Br)cc2)o1,-5%,-14%,.,-38%,0%,3%,8%
O=C(c1cccc(Oc2c(Cl)cccc2[N+](=O)[O-])c1)N1CCOCC1,4%,0%,-10,30%,0%,-5%,14%
COc1cccc(NC(=S)Nc2cc(C(=O)O)ccc2N2CC3CC(C2)c2cccc(=O)n2C3)c1 (stereo not drawn),1%,-4%,-16,-15%,-7%,74%[activator],?
COC(=O)CNC(=O)CSc1nc(N)cc(=O)[nH]1,2%,2%,25,-10%,0%,8%,-3%
CC(=O)NCCC(=O)N1CCCC(CNC(=O)c2ccc(-c3ccccc3)cc2)C1 (stereo not drawn),-6%,-2%,?,124%[activator],-5%,5%,-2%
Cc1ccsc1/C=c1\sc2ncnn2c1=O,-14%,-2%,-27,-7%,3%,1%,14%
O=C(COC(=O)/C=C/c1ccc(Cl)c(Cl)c1)NC1CC1,.,.,3,-20%,3%,14%[11.6 µM],4%
C=Cc1ccc(CC2(C)C(=O)Nc3ccc(-c4cccnc4)cc32)cc1 (stereo not drawn),.,.,?,.,-4%,41%,.
COc1ccc(-c2csc(-n3ncc(C(=O)O)c3C(F)(F)F)n2)cc1,-8%,0%,118,-11%,0%,11%,14%
Cc1ccc(S(=O)(=O)CC(=O)c2cc3cccc(C)c3oc2=O)cc1,-4%,5%,-13,-59%,-8%,0%,12%
CCC1COCCS(=O)(=O)N1Cc1cccc(Cl)c1 (stereo not drawn),?,-1%,-27,30%,-9%,-2%,13%
O=C(CSCc1c(Cl)cccc1Cl)Nc1ccccc1C(=O)N1CCOCC1,-8%,-2%,2,-9%,-1%,-6%,-25%
COCCNc1nc2cc(-c3ccc(F)cc3)sc2c(=O)n1C,.,.,-9,.,-8%,4%,.
COc1ccccc1NC(=O)N1CCn2c(nc3ccccc32)C1,0%,-3%,21,-15%,-4%,-4%,-2%
Cc1ccc(NC(=S)NCc2ccc3c(c2)OCO3)cc1,?,3%,-6,-33%,-3%,-2%,-4%
Cc1ccc(NC(=O)c2cccc(C(=O)Nc3ccc(C)c(C)c3)n2)cc1C,-3%,6%,32,-9%,-2%,25%,-23%
